BLM inh: Bloom syndrome helicase (human) inhibition; P54132; recombinant BLM DNA unwinding, fluorescence dequenching; Potency, µM (series often up to 56.1 µM), for the others: at the top dose activity change, negative = inhibition, usual class: inhibitors; hit rate 0.2% among 350,000; AID 2528;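 also: potency is read from the fitted curve at half-maximal effect; plate controls were vehicle for no effect and no enzyme for full effect; nearly all actives have a fitted effect of over 35% in size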
Pol iota inh: blocks human DNA polymerase iota activity | AID 588590 | Pol iota fluorescent replication assay, 10 min | Q9UNA4 | hit rate 1% among 390,000 | Potency, µM (titrated, usually from 115 µM), for inactives: at the top dose activity, negative = inhibition, usual class: inhibitors; also: potency is read from the fitted curve at half-maximal effect
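Pol iota at 10 nM preincubated 15 min with compounds at room temperature; reaction started with fluorescent substrate, 50 nM final. Fluorescence read kinetically at 0 and 10 min; buffer-only wells as negative control.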
Apoferritin bind: candidate novel general anesthetic via apoferritin binding; apoferritin/1-aminoanthracene competitive binding, fluorescence; P02791; AID 485281; hit rate 0.074% among 350,000; Potency, µM (titrated, usually from 77.5 µM), for the others: at the highest dose activity change, negative = displacement, actives largely listed as inhibitors; also: potency is read from the fitted curve at half-maximal effect; % is scaled to controls: 0 for no effect and ±100 for the full control effect; nearly all actives have a fitted effect of over 20% in size
Target sequence (P02791 2-175 limits assumed): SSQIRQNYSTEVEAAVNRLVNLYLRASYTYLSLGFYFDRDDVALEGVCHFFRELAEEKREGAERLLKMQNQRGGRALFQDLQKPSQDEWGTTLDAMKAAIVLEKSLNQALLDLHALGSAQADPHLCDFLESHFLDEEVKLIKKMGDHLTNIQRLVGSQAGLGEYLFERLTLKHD
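Read-out: endpoint 1-AMA fluorescence, excitation 380 nm and emission 535 nm, after compounds sit 10 min at room temperature with 10 uM horse-spleen apoferritin in 50% saturated 1-AMA/PBS. Values come from four-parameter Hill fits.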
GRP78 ERSR act: ER stress response induction in glioma; U87-MG GRP78 promoter luciferase reporter, 16 h; AID 602332; hit rate 0.02% among 420,000; Potency, µM, inactives show at the highest dose activation, actives largely listed as activators; also: potency is read from the fitted curve at half-maximal effect; series mostly up to about 76 µM; % of control where 0% means no effect; nearly all actives have a fitted effect of over 35% in size
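Stably transfected U87-MG glioma cells carrying a GRP78-based luciferase sensor; 16 h compound incubation. Luminescence end-point read 10 min after Bright-Glo addition at room temperature.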
LDHA inh: LDHA (human) enzyme inhibition | P00338 | purified LDHA, NADH/diaphorase-resazurin fluorescence; stronger effect = lower value | activity change, % (values are at about 110 or 230 µM) | hit rate 0.15% among 480,000; in the data active = activity change below about -30%; inconclusive = mostly about -25% to -30%;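 also: plate controls were DMSO wells for no effect and wells without enzyme for full effect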
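Human LDH5 at 2 nM final in Tris HCl pH 7.4 with 0.06 mM NADH and 0.2 mM pyruvate, reacted 5 minutes at room temperature. Remaining NADH coupled via diaphorase/resazurin; resorufin fluorescence read at 0 and 20 minutes, normalized to enzyme-free and DMSO wells.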
POLB inh: blocks human DNA polymerase beta activity; Pol beta primer extension/strand displacement, fluorescence kinetic; hit rate 1.3% among 340,000; AID 485314; Potency, µM (titrated, usually from 114 µM), without a hit: top-dose activity change, negative = inhibition, hits mostly inhibitors; also: potency is read from the fitted curve at half-maximal effect; % is scaled to controls: 0 for no effect and ±100 for the full control effect
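Kinetic readout of DNA synthesis with strand displacement by Pol beta. Compound and 10 nM enzyme sit 15 min at room temperature; 50 nM substrate starts the reaction, read immediately and at 10 min.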
APEX1 inh: APE1 (human) endonuclease inhibition | P27695 | recombinant APE1, TAMRA/BHQ-2 abasic DNA cleavage fluorescence | hit rate 0.35% among 350,000 | Potency, µM (top dose mostly 65.8 µM), for the others: at the top dose activity change, negative = inhibition, most hits filed as inhibitors;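 also: potency is read from the fitted curve at half-maximal effect; plate controls were vehicle for no effect and reference inhibitor for full effect; nearly all actives have a fitted effect of over 55% in size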
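Activity was derived from the fluorescence gain between first and third kinetic reads (60 s intervals, ex 525/em 598 nm) after 50 nM THF-abasic TAMRA/BHQ-2 duplex was added to 0.75 nM APE1 preincubated 15 min with compound.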
Pol kappa inh: DNA polymerase kappa (human) inhibition; Q9UBT6; purified Pol kappa, fluorescent DNA synthesis assay, 10 min; Potency, µM (top dose mostly 107 µM), without a hit: at the highest dose activity, negative = inhibition, most hits filed as inhibitors; hit rate 0.53% among 400,000; also: potency is read from the fitted curve at half-maximal effect; % is scaled to controls: 0 for no effect and ±100 for the full control effect
Target sequence (Q9UBT6 whole entry, looked up): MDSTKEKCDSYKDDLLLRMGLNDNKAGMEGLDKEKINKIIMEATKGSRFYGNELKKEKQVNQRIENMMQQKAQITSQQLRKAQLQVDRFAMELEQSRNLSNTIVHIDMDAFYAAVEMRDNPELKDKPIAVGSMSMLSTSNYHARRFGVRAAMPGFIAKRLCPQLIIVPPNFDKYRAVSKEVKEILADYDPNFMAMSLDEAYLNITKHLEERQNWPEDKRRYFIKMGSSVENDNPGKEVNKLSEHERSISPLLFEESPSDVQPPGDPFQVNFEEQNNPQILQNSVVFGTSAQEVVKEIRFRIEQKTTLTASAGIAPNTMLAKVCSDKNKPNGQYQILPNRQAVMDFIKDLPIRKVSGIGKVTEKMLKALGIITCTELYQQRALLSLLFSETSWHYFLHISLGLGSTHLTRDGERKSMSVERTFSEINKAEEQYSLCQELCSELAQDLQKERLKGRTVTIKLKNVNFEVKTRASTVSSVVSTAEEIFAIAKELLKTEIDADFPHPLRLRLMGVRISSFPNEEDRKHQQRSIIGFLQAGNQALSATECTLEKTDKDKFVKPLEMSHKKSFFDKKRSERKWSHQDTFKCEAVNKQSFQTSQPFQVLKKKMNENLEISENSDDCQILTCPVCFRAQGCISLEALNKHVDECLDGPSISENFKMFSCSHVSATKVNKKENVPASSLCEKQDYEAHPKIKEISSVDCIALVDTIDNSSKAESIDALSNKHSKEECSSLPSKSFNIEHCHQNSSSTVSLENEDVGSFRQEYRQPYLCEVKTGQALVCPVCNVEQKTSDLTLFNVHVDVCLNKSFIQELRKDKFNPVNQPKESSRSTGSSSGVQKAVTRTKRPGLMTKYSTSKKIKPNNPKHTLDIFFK
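Pol kappa 10 nM + cpd, 15 min RT; start w/ substrate 50 nM final; fluorescence kinetic read, 0 and 10 min. Neg ctrl: buffer, no enzyme.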
POLH inh: blocks human DNA polymerase eta activity; Q9Y253; recombinant Pol eta, fluorescent DNA replication assay; Potency, µM (top dose mostly 114 µM), for inactives: at the top dose activity change, negative = inhibition, usual class: inhibitors; hit rate 1.2% among 390,000; also: potency is read from the fitted curve at half-maximal effect; % is scaled to controls: 0 for no effect and ±100 for the full control effect
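Pol eta at 10 nM preincubated with compounds 15 min at room temperature; reaction started with fluorescent substrate (50 nM final) and read kinetically at 0 and 10 min.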
An asterisk follows results filed as active; ? = inconclusive; nt = no result given; & = joins results of further samples; ! = repeats disagree; [ ] = dose if it differs, or a comment. Unless noted, calls follow the shape of the dose curve; as a rule, active = well fitted curve in the direction sought with a large enough effect; inconclusive = small, poorly fitted or top-dose-only effect, or another doubt; inactive = no such curve, though single readings can be large; an effect the other way counts as inactive or inconclusive. An excerpt, so the mix of outcomes need not match the whole.

Every second line gives: BLM inh | Pol iota inh | Apoferritin bind | GRP78 ERSR act | LDHA inh | POLB inh | APEX1 inh | Pol kappa inh | POLH inh
CC[C@]12c3[nH]c4ccccc4c3CCN1C(=O)C(CC(=O)NCCCN(C)C)C[C@@H]2C(=O)N1CCN(C(=O)C2CC2)CC1 (some centres undefined)
  nt | -26% | nt | -3% | -7 | nt | 6% | -14% | -11%
Oc1ccc(C[C@@H]2CNCCN2CCc2cccc3ccccc23)cc1
  nt | -22% | nt | -5% | -4 | nt | 0% | -1% | -14%
COc1ccc(NC(=O)CSc2nc(SC)ns2)c(OC)c1
  -1% | 2% | -10% | 2% | -10 | 0% | 59%[activator] | -12% | -3%
COCCn1c(=N)c(C(=O)NC2CCCC2)cc2c(=O)n3cc(C)ccc3nc21
  3% | -3% | 59%[activator] | -3% | 1 | 1% | nt | 5% | -13%
O=c1c(Cl)c(N2CCC3(CC2)OCCO3)cnn1C12CC3CC(CC(C3)C1)C2
  -1% | -10% | -1% | ? | -1 | 25% | 8% | 17% | -11%
COc1ccccc1N1CCN(C(=O)C(C)CS(=O)(=O)c2ccc3c(c2)NC(=O)CS3)CC1 (centres undefined)
  -5% | 10% | -9% | -6% | -2 | 8.9µM* | -4% | -4% | -9%
O=C(NNC(=O)c1ccccc1O)c1ccc(NS(=O)(=O)c2ccc(F)cc2)cc1
  nt | -12% | nt | 3% | 5 | nt | 46% | 2% | -6%
CC(C)N(CCNCC(O)COc1ccc(C(C)(C)c2ccccc2)cc1)C(C)C (centres undefined)
  0% | 101%[activator] | ? | -10% | -18 | -28% | 5% | -12% | -13%
O=C1CC2C(CCC23OCCO3)c2ccc3ccccc3c21 (centres undefined)
  nt | 21% | nt | 4% | -12 | nt | nt | -1% | -5%
COc1cc(C(=O)COC(=O)CNC(=O)C2CCCCC2)cc(OC)c1OC
  -3% | -3%[58.9 µM] | -5% | 0% | -5 | 4% | -2% | -1% | 11%
COc1ccc(OC)c(C2C(C(=O)c3cc4ccccc4o3)=C(O)C(=O)N2c2cc(C)on2)c1 (centres undefined)
  -10% | -1% | -11% | 0% | -5 | 3% | 2% | -1% | -2%
CCCc1cc(=O)[nH]c(SCc2csc(-c3ccccc3)n2)n1
  1% | 159%[activator] | -19% | -2% | -7 | -1% | 20% | -2% | -20%
Cc1ccc(Cn2ncc(C)c2N)o1
  -3% | -21% | -10% | -1% | -8 | 38% | -2% | 1% | -11%
CSc1nsc(SC)c1C(N)=O
  -7% | -23% | -1% | -3% | -14 | 0% | 2% | -8% | -19%
CC(=O)C[n+]1cccc(Br)c1
  nt | 68%[activator] | nt | -1% | -2 | nt | nt | -8% | nt
N#C/C(=C\c1ccc(O)c(O)c1)C(=O)NCCCc1ccccc1
  ? | ? | -16% | ? | -1 | ? | 5%&-6%&-6% | ? | 16µM*!
CCN(CC)c1ccc(/C=C2\CCC(/C=N/NC(=O)c3ccc(=O)n(C)c3)=C2N2CCOCC2)cc1
  -5% | 41%[activator] | 1% | 3% | -1 | -11% | 3% | -12% | -15%
CCCOc1ccc(C(=O)NCC2OCCc3ccccc32)cc1OC (centres undefined)
  -1% | 68%[activator] | -16% | 0% | -7 | 5% | 6% | -7% | -11%
O=C(NCCOC(=O)c1ccc(C(=O)OCCNC(=O)c2ccccc2)o1)c1ccccc1
  1% | ? | -11% | -1% | -5 | 29% | 3% | -9% | -12%
CCN(c1ccccc1)S(=O)(=O)c1nnc(NC(=O)c2ccccc2OC)s1
  -7%&-2% | ? | ? | -3%&-1% | -1&0 | 37%&-28% | -10% | -4%&-6% | ?

Further results.
Every second line gives: BLM inh | Pol iota inh | Apoferritin bind | GRP78 ERSR act | LDHA inh | POLB inh | APEX1 inh | Pol kappa inh | POLH inh
CC(=O)Nc1ccc(/C=N/Nc2nncc3ccccc23)cc1
  3% | 72%[activator] | 9% | -8% | -5 | -1% | 1% | -3% | 2%
O=S(=O)(c1cccc2cccnc12)N1CCc2ccccc21
  -4% | -10% | ? | -1% | -4 | 20% | 15% | -2% | -11%
CCN1CCN(C(c2cc(OC)ccc2OC)c2nnnn2Cc2ccccc2)CC1 (centres undefined)
  -2% | ? | -11% | 1% | 2 | 0% | -3% | 0% | -10%
O=C(COC(=O)CC1CC2CCC1C2)NCc1ccccc1 (centres undefined)
  nt | 44%[activator] | nt | -2% | -3 | nt | -3% | -9% | -14%
Cc1cc(C)n2nc(SCC(=O)Nc3cc(Cl)ccc3C)nc2n1
  -1% | -11% | 3% | -3% | -3 | 34% | nt | -7% | -4%
COC(=O)c1ccc(-c2ccc(OC)c([C@H]3[C@H]4C=CC[C@@H](C)[C@@H]4C(=O)N3Cc3ccccc3)c2)cc1
  -1% | -16% | -10% | -5% | 1 | -14% | -2% | 23% | -13%
CCCc1cc(=O)oc2c(C)c(OCC(=O)NCCCn3ccnc3)ccc12
  -12% | -13% | -2% | -4% | -12&-1 | 66% | -3% | -2% | -3%
CCN(CC)C(=O)c1[nH]cnc1C(=O)NCc1ccc(CNC(=O)OC(C)(C)C)cc1
  nt | 23% | nt | -4% | -11 | nt | -1% | -16% | -18%
COc1ccc(C)cc1NC(=O)c1ccc(CN2CCc3ccccc3C2)cc1
  -5% | -5% | 0% | 0% | 4 | 10% | -8% | 6% | -13%
COc1ccccc1NC(=O)/C(=N/OCc1ccc(C#N)cc1)C(C)=O
  -5% | 80%[activator] | -9% | -1% | -8 | 2% | -3% | 0% | -16%
Cc1cccc(N2CCN(C(=O)C3(S(=O)(=O)c4ccc(Cl)cc4)CC3)CC2)c1C
  -9% | 16% | 1% | -6% | 0 | 7% | -5% | -5% | -11%
Cc1ccc(Cl)cc1N1CCN(S(=O)(=O)N2CCCCC2)CC1
  -6% | 43%[activator] | -13% | -1% | -1 | 24% | -1% | -8% | -18%
CCc1ccc(-n2nc(C)c3c(C)cc(=O)n(CC(=O)NCc4ccc(C)cc4)c32)cc1
  -1% | 16% | 4% | -2% | -3 | -13% | nt | 0% | -8%
CCOC(=O)c1cnc2ccccc2c1NCc1ccco1
  33%[activator] | 11% | -18% | -1% | -4 | 0% | ? | -7% | -2%
Cc1ccsc1/C=N/n1c(-c2cc(-c3ccccc3)n[nH]2)n[nH]c1=S
  -23% | ? | -10% | -3% | -16 | 11µM* | 1% | ? | ?
c1ccc(COc2ccc(Nc3ncnc4nc[nH]c34)cc2)cc1
  -6% | 7% | -21% | 3% | 0 | -1% | 1% | -1% | -21%
O=C1CC(c2ccc(F)cc2)Sc2ccccc2N1 (centres undefined)
  4% | -10% | -6% | 5% | -9 | 16% | 15% | -11% | -3%
CC(=O)[C@@]1(O)C(C)CC2C3C=C(C)C4=Cc5c(cnn5-c5ccccc5)C[C@]4(C)C3C(O)C[C@@]21C (some centres undefined)
  -10% | 18% | 4% | -9% | 2 | -10% | -4% | -6% | -13%
Fc1cccc(/C=N\N=C/c2cccc(F)c2)c1
  -1% | nt | nt | -4% | nt | nt | -3% | -7%[19.4 µM] | nt
CN(C)c1ccc(CN(CC2CCCO2)C(=O)COc2ccc(Cl)cc2)cc1 (centres undefined)
  -4% | 17% | -10% | -3% | 7 | -2% | nt | -9% | -28%

Next part:
SMILES	BLM inh	Pol iota inh	Apoferritin bind	GRP78 ERSR act	LDHA inh	POLB inh	APEX1 inh	Pol kappa inh	POLH inh
Cc1ccccc1NC(=O)COC(=O)CCc1nc2ccccc2c(=O)[nH]1	6%	9%	-8%	3%	-3	25%	-4%	8%	-13%
O=C(CSc1nnc(-c2cccs2)o1)N1CCCCC1	0%	20%	-15%	-7%	-4	19%	2%	-5%	1%
O=S(=O)(c1ccc(Cl)cc1)c1nc(-c2ccco2)oc1SCc1ccc(F)cc1	-5%	-28%	-5%	-5%	0	8%	nt	-5%	5%
COc1cccc(C2=NOC(C(=O)Nc3ccc(OC)c(OC)c3)C2)c1 (centres undefined)	-2%	18%	-18%	3%	1	1%	-3%	-7%	-19%

Arranged by length of the SMILES (falling): some entries from above.
SMILES	BLM inh	Pol iota inh	Apoferritin bind	GRP78 ERSR act	LDHA inh	POLB inh	APEX1 inh	Pol kappa inh	POLH inh
O=S(=O)(c1ccc(Cl)cc1)c1nc(-c2ccco2)oc1SCc1ccc(F)cc1	-5%	-28%	-5%	-5%	0	8%	nt	-5%	5%
Cc1ccsc1/C=N/n1c(-c2cc(-c3ccccc3)n[nH]2)n[nH]c1=S	-23%	?	-10%	-3%	-16	11µM*	1%	?	?
CN(C)c1ccc(CN(CC2CCCO2)C(=O)COc2ccc(Cl)cc2)cc1 (centres undefined)	-4%	17%	-10%	-3%	7	-2%	nt	-9%	-28%
Cc1ccccc1NC(=O)COC(=O)CCc1nc2ccccc2c(=O)[nH]1	6%	9%	-8%	3%	-3	25%	-4%	8%	-13%
c1ccc(COc2ccc(Nc3ncnc4nc[nH]c34)cc2)cc1	-6%	7%	-21%	3%	0	-1%	1%	-1%	-21%
O=C(CSc1nnc(-c2cccs2)o1)N1CCCCC1	0%	20%	-15%	-7%	-4	19%	2%	-5%	1%
Fc1cccc(/C=N\N=C/c2cccc(F)c2)c1	-1%	nt	nt	-4%	nt	nt	-3%	-7%[19.4 µM]	nt
O=C1CC(c2ccc(F)cc2)Sc2ccccc2N1 (centres undefined)	4%	-10%	-6%	5%	-9	16%	15%	-11%	-3%

From PubChem BioAssay
